# SNCA expr inhib: inhibitors of alpha-synuclein (SNCA) gene expression | actives 0.17% (n = 140,000) | HEK-293 SNCA-luciferase knock-in, luminescence, 24 h | Potency, µM (highest dose often 57.2 µM), for inactives: at the highest dose activity change, negative = inhibition, usual class: inhibitors;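 note: potency is the fitted concentration of half-maximal effect; plate controls were DMSO cells for no effect and cell-free wells for full effect; nearly all actives have a fitted effect of over 45% in size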
# HEK293 tox: HEK 293 cell cytotoxicity; HEK 293 viability, ATP luminescence (CellTiter-Glo), 48-72 h; Potency, µM (titrated, usually from 115 µM), for the others: at the highest dose activity change, negative = cytotoxicity, actives largely listed as inhibitors; actives 6.6% (n = 94,000); note: potency is the fitted concentration of half-maximal effect; nearly all actives have a fitted effect of over 60% in size
#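 Luminescence from cellular ATP, measured with CellTiter-Glo, indicates HEK 293 viability. Cells plated at 250 cells/well are treated with compound for 48 or 72 hr at 37 degree Celsius before reagent addition.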
# IP6K1 inh: blocks human inositol hexakisphosphate kinase 1; activity change, % (series mostly up to about 58 µM); AID 1645851; actives 0.81% (n = 140,000); IP6K1 kinase, ADP-Glo luminescence, 2 h; stronger effect = lower value; in the data active = activity change below about -25%
# Target sequence (Q92551 whole entry, looked up): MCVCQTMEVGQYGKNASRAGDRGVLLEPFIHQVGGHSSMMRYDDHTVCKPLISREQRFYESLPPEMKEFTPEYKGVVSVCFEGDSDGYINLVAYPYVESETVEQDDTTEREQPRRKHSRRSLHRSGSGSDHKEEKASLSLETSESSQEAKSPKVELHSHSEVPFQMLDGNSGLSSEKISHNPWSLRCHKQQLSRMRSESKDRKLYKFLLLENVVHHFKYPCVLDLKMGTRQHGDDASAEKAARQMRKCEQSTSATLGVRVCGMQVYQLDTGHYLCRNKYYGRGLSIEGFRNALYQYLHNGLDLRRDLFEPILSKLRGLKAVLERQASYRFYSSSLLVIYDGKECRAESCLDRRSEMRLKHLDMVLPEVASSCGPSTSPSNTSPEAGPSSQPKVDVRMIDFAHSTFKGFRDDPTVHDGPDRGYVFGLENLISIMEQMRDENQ
#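 ADP-Glo luminescence measures ADP made by human IP6K1 during a 2 h RT reaction with ATP/IP6 (mix at 1.3 mM/130 uM); top library doses 57.5 and 19.1 uM final.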
# GPT2 inh: GPT2 alanine aminotransferase inhibition; Q8TD30; Recombinant GPT2, coupled pyruvate oxidase/HRP Amplex Red fluorescence; Potency, µM (titrated, usually from 57.7 µM), inactives show top-dose activity change, negative = inhibition, actives largely listed as inhibitors; actives 0.25% (n = 100,000); AID 1671188; note: potency is the fitted concentration of half-maximal effect; nearly all actives have a fitted effect of over 60% in size; many of its hits are not listed in these tables
#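 GPT2 10ng/uL, a-KG 250uM, L-Ala 2mM, HEPES pH7.5 + 0.0001% Tween; 30 min RT. Then Amplex mix (PO/HRP/ThPP), 30 min RT dark, fluorescence. AOA 50uM used as positive control.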
# Luciferase inh: blocks purified firefly luciferase enzyme activity | P08659 | purified P. pyralis luciferase, luminescence, biochemical | Potency, µM (doses to about 115 µM), for inactives: at the top dose activity change, negative = inhibition, hits mostly inhibitors | actives 2.5% (n = 76,000) | AID 1347043; note: potency is the fitted concentration of half-maximal effect; nearly all actives have a fitted effect of over 65% in size
# Target sequence (P08659 whole entry, looked up): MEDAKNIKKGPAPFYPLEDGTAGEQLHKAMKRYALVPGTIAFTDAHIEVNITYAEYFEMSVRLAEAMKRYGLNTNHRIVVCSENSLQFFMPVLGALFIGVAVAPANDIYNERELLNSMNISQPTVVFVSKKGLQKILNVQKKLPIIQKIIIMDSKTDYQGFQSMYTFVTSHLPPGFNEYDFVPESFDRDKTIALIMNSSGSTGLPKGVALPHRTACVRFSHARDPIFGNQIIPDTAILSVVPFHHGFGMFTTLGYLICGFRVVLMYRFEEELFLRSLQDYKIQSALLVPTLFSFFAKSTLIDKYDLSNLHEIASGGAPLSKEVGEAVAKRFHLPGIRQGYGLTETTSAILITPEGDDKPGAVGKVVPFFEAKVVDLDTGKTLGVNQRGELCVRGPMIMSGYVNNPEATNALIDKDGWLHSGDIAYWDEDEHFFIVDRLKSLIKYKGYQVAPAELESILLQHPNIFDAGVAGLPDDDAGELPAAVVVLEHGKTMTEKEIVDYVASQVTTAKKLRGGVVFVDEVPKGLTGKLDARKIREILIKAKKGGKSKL
#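 Cell-free enzyme assay, 10nM P. pyralis luciferase, luciferin and ATP each at 10uM. Inhibition profiled over a 6-point titration, read as luminescence.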
# 3T3 cytotox: cytotoxic compounds in NIH 3T3 cells | NIH 3T3 viability, CellTiter-Glo ATP luminescence, 48-72 h | Potency, µM (highest dose often 96.7 µM), inactives show at the highest dose activity change, negative = cytotoxicity, hits mostly inhibitors | actives 4.3% (n = 94,000) | AID 1345082; note: potency is the fitted concentration of half-maximal effect; nearly all actives have a fitted effect of over 55% in size
#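 Cells were seeded at 400 per well, treated with pin-transferred compound, and kept 48 or 72 hr at 37 °C before CellTiter-Glo addition and luminescence imaging of cellular ATP.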
# HEK293 viab: reduces viability of HEK-293 SNCA reporter cells | HEK-293-SNCA-luc viability, GF-AFC fluorescence, 24 h | Potency, µM (titrated, usually from 57.1 µM), without a hit: at the highest dose activity change, negative = cytotoxicity, actives largely listed as cytotoxic | actives 0.12% (n = 150,000) | AID 1671193;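 note: potency is the fitted concentration of half-maximal effect; 0% = DMSO-treated cells and -100% = medium-only wells without cells; nearly all actives have a fitted effect of over 30% in size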
#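 Cytotoxicity counterscreen: after 24 h compound treatment of genome-edited SNCA-luciferase HEK-293 cells, live-cell protease substrate GF-AFC read by fluorescence after 30 min; activity scaled between DMSO (0%) and medium-only (-100%), curves Hill-fitted.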
# Active calls of the source: *; i = inactive; ? = inconclusive; . = not tested or not shown; [ ] = remark or other dose. Unless noted, calls come from the whole dose curve; as a rule, active = well fitted curve in the direction sought with a large enough effect; inconclusive = small, poorly fitted or top-dose-only effect, or another doubt; inactive = no such curve, though single readings can be large; an effect the other way counts as inactive or inconclusive. Unless noted, % is set by controls: 0 for no effect and ±100 for the full control effect. Rows are unselected; any-hit rate near 7.8%.
# Fields – SNCA expr inhib	HEK293 tox	IP6K1 inh	GPT2 inh	Luciferase inh	3T3 cytotox	HEK293 viab
COc1cccc(C(=O)N(C)C2CCCc3ccccc32)c1 (centres undefined)
 : 43.8%[activator][87.6 µM]	?	-13.9	-4.9%[88.5 µM]	-10.2%[172 µM]	?	-16.6%[87.6 µM]
O=C(c1ccc2c(c1)N(Cc1ccccc1F)C(=O)c1ccccc1S2(=O)=O)N1CCC(Cc2ccccc2)CC1
 : -10.1%	.	30.9	.	.	.	-23.0%
CC(C)NC(=O)N1CCN(C2CCNCC2)C(=O)C1
 : -3.0%	-1.2%	6.2	4.8%	.	2.8%	-2.0%
COc1ccccc1C(=O)NC1(C(F)(F)F)NC(=O)N(CCc2ccccc2)C1=O (centres undefined)
 : -9.2%	.	9.1	.	.	.	-12.8%
FC(F)(F)c1ccc2c(c1)ncc1c(-c3ccccc3)nn(-c3ccccc3)c12
 : 13.6%	.	-5.8	.	.	.	17.5%
Cc1nnc2ccc(N3CCCN(C(=O)C4CCCC4)CC3)nn12
 : .	-3.9%	-4.6	.	.	-3.5%	.
CC(=O)c1cccc(NC(=O)CSc2nc(=O)n(Cc3ccco3)c3c2CCC3)c1
 : -3.8%	.	8.6	.	.	.	0.3%
O=C(NCC1CCOCC1)c1ccc(C(F)(F)F)cc1
 : -1.8%	1.1%	-7.8	i	-5.9%	i	12.4%
COCCOCC(=O)N1CCC2(CC1)CC(N1CCCCC1)CCO2 (centres undefined)
 : -5.6%	1.0%	14.7	i	5.6%	i	8.7%
COc1ccc(NC(=O)c2ccc3c(=O)n4nc(Nc5cccc(Cl)c5C)sc4nc3c2)cc1
 : 3.5%	.	3.5	.	.	.	1.4%
COc1ccccc1-c1nc(SCC(=O)Nc2ccc(C)c(C)c2)n[nH]1
 : 1.6%	.	13.3	.	.	.	19.2%
C=CCn1cc2c3c(cccc31)[C@H](CC(C)C)N[C@H](C(=O)N1CCOCC1)C2
 : 13.6%[87.6 µM]	100µM*	3.7	?	?	?	-1.6%[87.6 µM]
COc1ccc(-n2c(=O)c(C(=O)Nc3ccccc3Cl)nc3cccnc32)cc1
 : 24.0%	i	2.0	4.2%	.	i	12.9%
Cn1ncc2c(C(=O)NCc3ccc(C(F)(F)F)cc3)cc(-c3ccc(F)cc3)nc21
 : .	?	-5.7	.	.	22.4µM*	.
CCOC(=O)c1c(C)[nH]c(C)c1S(=O)(=O)N(C)CC(=O)Nc1ccc(CC)cc1
 : 16.8%	.	1.5	.	.	.	-8.9%
COc1nccc(N2CCC(CC(=O)NCCN3CCCCC3)CC2)n1
 : 5.3%	-23.8%	20.3	i	5.5%	-12.2%	-12.0%
COc1cccc(CNC(=O)C2CCN(C(=O)c3ccc(-c4cccc(OC)c4)cc3)CC2)c1
 : -5.8%	?	6.7	?	.	?	5.2%[12.5 µM]
CC(C)CCCC(C)N (centres undefined)
 : -21.3%[25.6 µM]	.	-10.5	4.9%	.	.	-34.1%[23.9 µM]
COCCN1C(=O)CC[C@]2(C(=O)NCc3ccc(OC)c(OC)c3)CCCC[C@@H]12
 : ?	?	-0.6	i	-6.1%	-13.9%	-6.7%
COc1ccccc1C(=O)NC[C@@H]1C=C(C)[C@H](Cc2nc3ccncc3[nH]2)C[C@H]1C(C)C
 : -16.8%[87.6 µM]	35.5µM*	-14.5	-13.4%[88.5 µM]	-2.8%[172 µM]	?	?
Cc1cc(C)cc(NC(=O)CSc2nc(=O)[nH]c3c2CCC3)c1
 : -21.2%	.	28.8	.	.	.	-6.1%
Cc1ccc(-c2cc(C(=O)NCc3cccc(Cl)c3)nn3cnnc23)cc1
 : -21.1%	-6.6%	0.3	i	.	-5.0%	-21.0%
Cc1nn(C)c(C)c1S(=O)(=O)N1C[C@@H](NS(C)(=O)=O)[C@H](C(C)C)C1
 : ?	i	-1.3	0.2%	-2.5%	i	-14.2%
O=C(Cc1cccc(Cl)c1)N1CCC(n2cc(-c3nc(C4CC4)no3)nn2)C1 (centres undefined)
 : 10.9%	-19.0%	-12.2	i	-3.2%	-39.0%	11.1%
O=C(CCc1ccccc1)NCCC1CCN(C(=O)Nc2cccc(F)c2)CC1
 : -13.8%	-10.0%	-1.0	i	1.4%	-18.4%	4.3%
Cc1ccc(-c2ccccc2CN2CCC(C(=O)NCC3CCCCC3)CC2)cc1Cl
 : .	-4.9%	-7.1	.	.	-17.6%	.
COc1ccc(Cn2ccc3nc(C)c(C(=O)Nc4cccc(SC)c4)cc3c2=O)cc1
 : -11.6%	.	-1.4	.	.	.	-19.6%
O=C(c1c[nH]c2ccccc12)N1CCC(Cc2nncn2CC2CC2)C1 (centres undefined)
 : 1.3%	-5.2%	-6.4	-7.3%	-2.0%	-3.7%	11.4%
N#Cc1cccnc1-c1ccc(C(=O)N2CCC(NC(=O)NC3CCCC3)CC2)cc1
 : -1.8%	-17.9%	19.5	i	.	-35.7%	6.8%[12.5 µM]
COc1ccccc1N(CC(=O)NCCSCc1ccc(Cl)cc1)S(C)(=O)=O
 : ?	.	-5.4	.	.	.	-0.2%
CC1CCC2(OC1)OC1CC3C4CCC5C[C@@H](O[C@@H]6O[C@H](CO[C@@H]7OC[C@@H](O)[C@H](O)[C@H]7O)[C@H](O)[C@H](O)[C@H]6O)CC[C@]5(C)C4CC[C@]3(C)C1C2C (some centres undefined)
 : .	.	9.0	i	.	.	0.0%[23.9 µM]
CO[C@H]1C[C@@H](O)C12CCN(C(=O)c1ccc(OC(F)F)cc1)CC2
 : -23.0%	-7.1%	10.3	i	9.7%	-5.1%	3.6%
CCCC1(C2CCN(C(=O)C(OC)c3ccccc3)CC2)NC(=O)N(CCc2cccs2)C1=O (centres undefined)
 : 0.5%	-16.9%	9.7	i	-3.7%	?	-14.9%
COc1ccc(CNC(=O)N2CCCCC2c2nc(-c3cnccn3)n[nH]2)cc1 (centres undefined)
 : -9.1%	9.6%	-2.4	i	-12.1%	i	-4.9%
CC(C)(C)NCC(O)COc1cccc2c1CCCC2=O (centres undefined)
 : .	.	2.6	i	.	.	-4.8%
CCCCN(Cc1cccs1)S(=O)(=O)c1cc(-c2cc(C)no2)ccc1C
 : -7.5%	.	9.7	.	.	.	-4.0%
CC(=O)NC1CC2(CCN(C(=O)Cc3cnc[nH]3)CC2)c2ccccc21 (centres undefined)
 : 21.7%	-7.9%	5.7	3.3%	.	-2.2%	8.9%
CCOC(=O)C1=C(CN2CCN(c3ccc(OC)cc3)CC2)NC(=O)NC1c1ccc(Cl)cc1 (centres undefined)
 : ?	.	-12.6	.	.	.	?
CCc1ccc(-c2nc(CN3CCCC(C(=O)N4CCN(c5cc(Cl)ccc5C)CC4)C3)c(C)o2)cc1 (centres undefined)
 : ?	.	11.3	.	.	.	-2.0%
CN(Cc1cccc(F)c1)Cc1cccn1C
 : ?	-22.5%[230 µM]	4.9	i	1.9%[230 µM]	-3.3%[174 µM]	-0.8%[87.6 µM]
O=S(=O)(Cc1ccccc1F)N1CCC(C2CCNC2)CC1 (centres undefined)
 : 5.7%	0.9%	-4.1	i	-4.5%	i	-1.9%[12.5 µM]
CC(=O)c1ccc(N2CCN(C3C(=O)c4ccccc4N3C(C)=O)CC2)cc1 (centres undefined)
 : 24.6%	.	5.5	.	.	.	-1.2%
Cn1nc2n(c1=O)CCN(C(=O)c1cscn1)CC2
 : ?	-7.8%	-9.5	i	4.7%	-1.7%	0.9%
CC(C)(C)CN1CC[C@H]2COC(=O)N2c2cc(F)ccc2C1
 : 1.6%[87.6 µM]	i	5.1	-6.4%[88.5 µM]	-0.6%[172 µM]	i	-7.5%[87.6 µM]
Nc1ncc(S(=O)(=O)NCc2ccc(Cl)cc2)cn1
 : 42.9%[activator]	.	2.9	.	.	.	6.8%
CCOc1cc(Cn2c(-c3ccc(O)c(OCC)c3)nc3ccccc32)ccc1O
 : ?	.	-3.1	.	.	.	-10.8%
CC(C)CCN1CCOc2cc(C(=O)N(C)c3cccnc3)ccc2C1
 : ?	112µM*	2.7	3.9%[88.5 µM]	-7.2%[172 µM]	?	-2.5%[87.6 µM]
COc1cc2nc(=NC(=O)c3cccnc3)n3c(c2cc1OC)NCC3
 : .	.	12.9	i	.	.	-35.1%
O=C(NCCc1ccc(Cl)cc1)c1cc(-c2cnccc2Cl)c2cccn2n1
 : -7.3%	?	11.6	0.0%	.	-21.5%	-21.3%
O=C(NC1CCN(Cc2ccc(-c3ccsc3)cc2)C1)c1ccccn1 (centres undefined)
 : -0.6%	?	3.7	i	.	?	8.9%
CC(=O)Nc1ccc(CN2CCC3(CN[S+](=O)([O-])c4cnccc4O3)C2)cc1 (centres undefined)
 : -26.3%	i	-1.0	i	.	i	4.3%
COc1cc(NC(=O)CSC2=Nc3ccccc3N=C(c3ccc(F)cc3)C2)cc(OC)c1
 : -6.8%	.	3.7	.	.	.	12.5%
Cn1ccc2c(OCC(=O)Nc3ccc([N+](=O)[O-])cc3)cccc2c1=O
 : 3.3%	.	14.0	.	.	.	-4.1%
CCCNC(=O)C(NC(=O)c1ccccc1)C1CCN(C(=O)c2ccccc2F)CC1 (centres undefined)
 : -4.1%	-3.0%	-5.9	-4.9%	-10.2%	-15.8%	8.0%
Cc1cc(C)cc(NS(=O)(=O)c2ccc(-c3cc(C)no3)s2)c1
 : -16.6%	.	-6.3	.	.	.	-9.0%
CSc1nnc2n(-c3cccc(C)c3)c(=O)c3c4c(sc3n12)CCCC4
 : 1.9%	.	8.1	.	.	.	?
N#Cc1ccccc1S(=O)(=O)N[C@H]1CO[C@H]2[C@@H]1OC[C@@H]2n1nnnc1-c1ccccc1
 : 10.5%	3.6%	-3.0	3.7%	0.5%	-7.8%	-0.9%
Cc1ccc2nc(-c3cccnc3)c(Nc3ccc(C(C)C)cc3)n2c1
 : -17.9%	.	11.3	.	.	.	2.7%
Cc1ccc(NC(=O)C(=O)NCC(c2cccnc2)N2CCN(c3ccccc3F)CC2)cc1Cl (centres undefined)
 : -26.1%	.	13.7	.	.	.	3.7%
O=C(c1ccc2c(c1)N(Cc1ccccc1)C(=O)c1ccccc1S2(=O)=O)N1CCC(Cc2ccccc2)CC1
 : 25.3%	.	0.3	.	.	.	10.4%

# 3 compounds from above, sorted by formula weight, low to high:
# Fields – SNCA expr inhib	HEK293 tox	IP6K1 inh	GPT2 inh	Luciferase inh	3T3 cytotox	HEK293 viab
CC(=O)Nc1ccc(CN2CCC3(CN[S+](=O)([O-])c4cnccc4O3)C2)cc1 (centres undefined)
 : -26.3%	i	-1.0	i	.	i	4.3%
CCOc1cc(Cn2c(-c3ccc(O)c(OCC)c3)nc3ccccc32)ccc1O
 : ?	.	-3.1	.	.	.	-10.8%
N#Cc1ccccc1S(=O)(=O)N[C@H]1CO[C@H]2[C@@H]1OC[C@@H]2n1nnnc1-c1ccccc1
 : 10.5%	3.6%	-3.0	3.7%	0.5%	-7.8%	-0.9%

# Compound activity deposited in PubChem by National Center for Advancing Translational Sciences (NCATS).
